ANO1 activ: mouse TMEM16A channel activation, primary screen | HEK293 TMEM16A/YFP-H148Q/I152L, iodide quench fluorescence; stronger effect = lower value | 340,000 tested, 0.3% active | AID 623877 | B-score at 10 µM;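 active = fluorescence-ratio B-score plate-corrected deviation score at least 3 library SD below zero, with starting fluorescence score within 5 deviations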;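 note: channel opened by trigger with iodide after compound preincubation; score built on the fluorescence ratio of max minus min over baseline; more negative score means more quench and so TMEM16A activation or potentiation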
MrgX1 ag: activates human MrgX1 receptor signaling; MrgX1-HEK293 cells, Fluo-4 calcium fluorescence, agonist mode; stronger effect = higher value; B-score at 10 µM; 310,000 tested, 0.44% active; Q96LB2;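 active = calcium response B-score plate-corrected fluorescence ratio at least 3 library SD, with starting fluorescence B-score inside 5 SD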
Target sequence (Q96LB2 whole entry, looked up): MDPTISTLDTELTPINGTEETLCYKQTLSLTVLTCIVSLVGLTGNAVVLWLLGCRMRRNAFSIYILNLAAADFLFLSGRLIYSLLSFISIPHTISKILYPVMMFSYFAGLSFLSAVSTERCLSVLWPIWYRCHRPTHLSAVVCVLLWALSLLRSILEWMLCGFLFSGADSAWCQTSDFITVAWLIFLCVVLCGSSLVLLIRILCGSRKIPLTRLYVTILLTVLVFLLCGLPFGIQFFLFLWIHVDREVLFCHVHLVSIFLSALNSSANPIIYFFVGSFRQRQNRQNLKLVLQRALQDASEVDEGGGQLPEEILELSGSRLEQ
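Test system: Stable human MrgX1 HEK293 cell line | Schedule: Overnight plating before 1 h dye loading | Read-out basis: Baseline-normalised fluorescence change ratio, B-scored | Detection: Kinetic calcium dye fluorescence, Fluo-4 NW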
KCNQ1 pot: potentiates or activates the human KCNQ1 potassium channel; CHO-K1 KCNQ1, thallium flux FluxOR fluorescence; stronger effect = higher value; B-score at 10 µM; 310,000 tested, 0.35% active; AID 2648;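 active = fluorescence ratio B-score, a plate-corrected score, at least three library SD, with initial intensity B-score within 5 SD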
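Assay system: CHO-K1 cells stably expressing KCNQ1. Medium: assay buffer for compound exposure, DMSO matched across wells. Timing: 37 °C overnight plating, 90-min dark dye load, 20-min compound pretreatment. Signal: kinetic FluxOR fluorescence, 10 s baseline plus 110 s post-stimulus.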
MrgX1 PAM: human MrgX1 positive allosteric modulation, primary screen; Q96LB2; MrgX1-HEK293, Fluo-4 calcium flux, FDSS; stronger effect = higher value; B-score at 10 µM; 310,000 tested, 0.63% active; AID 588675;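 active = plate-corrected calcium response at least 3 library SD above typical, normal starting fluorescence, not activating the receptor alone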;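 note: compound read alongside a low EC10 to EC30 dose of BAM8-22 agonist; peak minus trough fluorescence over baseline measured at the second addition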
KCNK9 inh: human KCNK9 channel inhibition | B-score at 10 µM | HEK293 KCNK9, FluxOR thallium flux fluorescence; stronger effect = lower value | 310,000 tested, 1.2% active;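 active = ratio B-score over 3 SD below the library mean, with starting fluorescence within 5 SD of its mean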;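 note: negative B-score means less thallium flux so channel inhibition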
Target sequence (Q9NPC2 whole entry, looked up): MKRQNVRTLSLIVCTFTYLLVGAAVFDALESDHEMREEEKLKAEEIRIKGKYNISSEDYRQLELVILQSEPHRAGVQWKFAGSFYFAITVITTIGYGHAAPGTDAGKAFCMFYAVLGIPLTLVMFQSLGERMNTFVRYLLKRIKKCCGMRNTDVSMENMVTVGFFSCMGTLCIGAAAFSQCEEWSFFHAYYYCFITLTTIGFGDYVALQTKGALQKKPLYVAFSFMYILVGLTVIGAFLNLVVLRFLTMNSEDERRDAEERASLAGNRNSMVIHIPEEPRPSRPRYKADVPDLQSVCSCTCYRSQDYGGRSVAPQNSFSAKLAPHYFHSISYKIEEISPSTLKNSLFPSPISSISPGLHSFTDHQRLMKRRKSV
RGS4 block: human RGS4 inhibition; AID 463165; P49798; 310,000 tested, 0.45% active; HEK293 M3R/RGS4 inducible, Fluo-4 calcium flux; stronger effect = higher value; triggered by carbachol at its EC20; B-score at 10 µM;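 active = B-score, a plate-corrected calcium signal, over three deviations above library mean, with baseline fluorescence within five deviations of library mean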;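 note: RGS4 expression induced by doxycycline in cells with stable M3 receptor; B-score is computed from the integrated fluorescence ratio over baseline after carbachol; higher B-score means a larger calcium signal and so more RGS4 inhibition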
hERG rescue: hERG (human) protection from proarrhythmic block; AID 1511; Q12809; 310,000 tested, 0.51% active; activation (rescue from dofetilide block), less the hit threshold, % at 10 µM; CHO-hERG, FluxOR thallium flux, dofetilide IC70 present;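 active = activation above the mean of controls blocked by dofetilide plus 5 SD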;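 note: thallium influx through hERG after potassium depolarization seen as dye fluorescence rise; in these data hits start at about 4.7%; inactives centre near -7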
KCNK3 inh: human KCNK3 channel inhibition, primary screen | B-score at 10 µM | AID 602410 | CHO-KCNK3 thallium flux, FluxOR fluorescence; stronger effect = lower value | 340,000 tested, 0.84% active;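 active = B-score under library mean minus 4 SD, starting fluorescence ratio at most library mean plus 5 SD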;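 note: more negative B-score means stronger inhibition of thallium flux through KCNK3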
Target sequence (O14649 whole entry, looked up): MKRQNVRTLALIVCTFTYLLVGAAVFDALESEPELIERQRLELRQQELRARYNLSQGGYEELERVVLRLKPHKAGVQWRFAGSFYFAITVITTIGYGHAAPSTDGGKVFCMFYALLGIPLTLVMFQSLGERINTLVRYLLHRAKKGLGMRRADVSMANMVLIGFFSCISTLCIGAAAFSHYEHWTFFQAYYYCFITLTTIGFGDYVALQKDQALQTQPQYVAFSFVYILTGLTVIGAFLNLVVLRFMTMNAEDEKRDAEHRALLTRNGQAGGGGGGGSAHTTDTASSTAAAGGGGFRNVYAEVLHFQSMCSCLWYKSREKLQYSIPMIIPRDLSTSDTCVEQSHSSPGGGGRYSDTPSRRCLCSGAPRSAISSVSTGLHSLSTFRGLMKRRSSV
RGS4 pot: RGS4 potentiation or activation. HEK293 M3R/inducible RGS4, carbachol calcium flux Fluo4; stronger effect = lower value. B-score at 10 µM. 310,000 tested, 0.92% active;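 active = B-score of the integrated calcium signal more than 4 SD below the library mean, with starting fluorescence not abnormally high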;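 note: negative B-score means reduced calcium response which marks RGS4 activation or potentiation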
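Material: M3R-expressing HEK293 line, RGS4 induced by doxycycline | Schedule: Overnight RGS4 induction, 30 min dye load 37 °C, 20 min compound RT | Measured by: Fluo4 fluorescence kinetic imaging of calcium | Read-out: Integrated calcium ratio converted to B score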
KCNQ1 inh: blocks the human KCNQ1 potassium channel; P51787; CHO-K1 KCNQ1, FluxOR thallium flux fluorescence; stronger effect = higher value; B-score at 10 µM; 310,000 tested, 1.3% active; AID 2642;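 active = compounds whose thallium flux B-score, printed positive for inhibition, exceeds three library SD while starting fluorescence stays within three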;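 note: channel opened by potassium depolarization with thallium stimulus after 20 min compound exposure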
ANO1 block: inhibitors of mouse TMEM16A calcium-activated chloride channel | Q8BHY3 | HEK293 TMEM16A/YFP iodide influx fluorescence, ionomycin | normalized B-score (activity score, 25-100; higher = stronger inhibition) at 10 µM | 310,000 tested, 1.2% active | AID 588511;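 active = ratio plate-corrected score three or more library SD toward inhibition, starting fluorescence score within five deviations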;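 note: score derived from kinetic fluorescence span divided by baseline fluorescence per well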
Active calls of the source: *; i = inactive; . = no result given.

SMILES	ANO1 activ	MrgX1 ag	KCNQ1 pot	MrgX1 PAM	KCNK9 inh	RGS4 block	hERG rescue	KCNK3 inh	RGS4 pot	KCNQ1 inh	ANO1 block
CCOC(=O)Cn1c(S(=O)(=O)Cc2ccccc2)nc2ccccc21	i	i	i	i	i	i	-8.4	i	i	i	i
CCc1cccc(OCC(=O)Nc2c[nH]c(=O)[nH]c2=O)c1	i	i	i	i	i	i	-2.5	i	i	i	i
C=CCn1c(=O)c(C#N)cc2c(=O)n3ccccc3nc21	i	i	i	i	i	i	-1.2	i	i	i	i
O=C(COC(=O)c1ccc2ccccc2c1)Nc1ncc(C(F)(F)F)cc1Cl	i	i	i	i	i	i	-8.7	i	i	i	i
Cc1ccc(-c2cc(C(=O)N3CCN(c4ncccn4)CC3)c3cc(Br)ccc3n2)o1	i	i	i	i	i	i	-32.9	i	i	i	i
O=C(N/N=C/c1cc(Br)cc(Br)c1O)c1cccc(N2CCCC2=O)c1	i	i	i	i	i	i	-15.5	i	i	i	i
O=C(NCc1ccco1)c1cc(=O)c2ccccc2o1	i	i	i	i	i	i	-6.4	i	i	i	i
O=C(Cn1ccc([N+](=O)[O-])n1)NCc1cccnc1	i	i	i	i	i	i	-7.9	i	i	i	i
O=C(Nc1ccc(F)cc1)N(CCCN1CCOCC1)Cc1cc2cc3c(cc2[nH]c1=O)OCCO3	i	i	i	i	i	i	-8.9	i	i	i	i
Cc1cc(C)n2cc(CSCc3ccccc3)nc2n1	i	i	i	i	i	i	-6.6	i	i	i	i
CCOC(=O)N1CCN(C(=O)CS(=O)(=O)Cc2nc(-c3ccccc3C)oc2C)CC1	i	i	i	i	i	i	-12.6	i	i	i	i
NS(=O)(=O)c1ccc(NC(=O)CCC(=O)c2cccs2)cc1	i	i	i	i	i	i	-2.7	i	i	i	i
O=C(NC1CCCCC1)C(c1ccc(Cl)cc1)N(C(=O)c1cnccn1)c1ccc2c(c1)OCO2 (centres undefined)	i	i	i	i	i	i	-4.0	i	i	i	i
Cc1nc2ccccc2c2oc(C(=O)NCCN3CCN(C)CC3)cc12	i	i	i	i	i	i	-8.5	i	i	i	i
COc1ccc(-c2noc(CCCc3ccccc3)n2)cc1OC	i	i	i	i	i	i	-12.0	i	i	i	i
CCC(C)(C)N1CC(=O)N(Cc2ccccc2)C(c2ccc(OC)cc2)C1=O (centres undefined)	i	i	i	i	i	i	-13.5	i	i	i	i
O=C(COC(=O)C1CCN(C(=O)c2ccc(Cl)cc2)CC1)c1ccco1	i	i	i	i	i	i	-10.7	i	i	i	i
COc1ccccc1OCCOc1ccc(/C=C2\C(=N)N3N=C(S(C)(=O)=O)SC3=NC2=O)cc1	i	i	i	i	i	i	-25.8	i	i	i	i
CCN(CC(=O)NCc1ccc(Cl)cc1)C(=O)CCC(=O)c1ccc(C)cc1	i	i	i	i	i	i	-15.2	i	i	i	i
CC1CCN(C(=O)c2ccc(CNc3c(N4CCCC4)c(=O)c3=O)cc2)CC1	i	i	i	i	i	i	-6.8	i	i	i	i
Cc1c(CC(=O)O)c(=O)oc2c(C)c3occ(-c4ccc(F)cc4)c3cc12	i	i	i	i	i	i	1.2	i	i	i	i
CC1=C(C(=O)Nc2ccc(C(=O)N3CCN(c4ccccc4F)CC3)cc2)SCCO1	i	i	i	i	i	i	-10.8	i	i	i	i
Cc1noc(C(=O)Nc2cc(Cl)ccc2O)c1Cl	i	i	i	i	i	i	-7.9	i	i	i	i
Cc1cc2[nH]c(=O)c(=O)[nH]c2cc1S(=O)(=O)N1CCN(c2cccc(C(F)(F)F)c2)CC1	i	i	i	i	i	i	-6.6	i	i	i	i
Cc1ccsc1C(=O)C1CCCN(Cc2cn(C)nc2-c2ccccc2)C1 (centres undefined)	i	i	i	i	i	i	-12.8	i	i	i	i
SMILES	ANO1 activ	MrgX1 ag	KCNQ1 pot	MrgX1 PAM	KCNK9 inh	RGS4 block	hERG rescue	KCNK3 inh	RGS4 pot	KCNQ1 inh	ANO1 block
CC(=O)c1cccc(NC(=O)N2CCCC2C(=O)NCc2ccc3c(c2)OCO3)c1 (centres undefined)	i	i	i	i	i	i	-7.3	i	i	7*	i
COc1ccc(OCCC(=O)OCC(=O)Nc2ccc(S(=O)(=O)N3CCOCC3)cc2)cc1	i	i	i	i	i	i	-19.5	i	i	i	i
O=C(NC1CCCCC1)NC1CCN(S(=O)(=O)Cc2ccccc2)CC1	i	i	i	i	i	i	-3.8	i	i	i	i
CC(c1ccco1)N(C(=O)c1ccc(Cl)s1)c1ccccn1 (centres undefined)	.	i	i	i	i	i	-3.8	.	i	i	i
Cc1cc(C(=O)COC(=O)C2=COCCO2)c(C)n1-c1cccc(F)c1	i	i	i	i	i	i	-13.8	i	i	i	i
CS/C(=N\S(=O)(=O)c1cccs1)Nc1ccc(N2CCOCC2)cc1	i	i	i	i	i	i	-1.7	i	i	i	i
CCOc1ccc(Cl)cc1CNCCNCCO	i	i	i	i	i	i	-14.4	i	i	i	i
O=C(NNS(=O)(=O)c1ccccc1C(F)(F)F)c1cc2ncc(C(F)(F)F)cc2s1	i	i	i	i	i	i	0.1	i	i	i	i
O=C(NCCN1CCOCC1)c1ccc(NS(=O)(=O)c2ccccc2)cc1	i	i	i	i	i	i	-12.0	i	i	i	i
COc1ccccc1NC(=O)CCC(=O)OCc1cccc([N+](=O)[O-])c1	i	i	i	i	i	i	-13.8	i	i	i	i
Cc1ccc(-n2nnnc2SCC#N)cc1	i	i	i	i	i	i	-15.9	i	i	i	i
O=C1NNC(c2ccccc2)=N/C1=C\c1ccccc1	i	i	i	i	i	i	-8.8	i	i	i	i
CC(Sc1ccc(Cl)cc1)C(=O)NCC(c1ccco1)N1CCCCC1 (centres undefined)	i	i	i	i	i	i	-12.5	i	i	i	i
COc1ccc(S(=O)(=O)N2CCN(CC(=O)Nc3cccc(OC)c3)CC2)cc1	i	i	i	i	i	i	-3.9	i	i	i	i
O=C(Nc1nnc(-c2ccc(Cl)cc2)o1)C1=COCCO1	i	i	i	i	i	i	-5.6	i	i	i	i
CCC(=O)NCCNc1nc2cc(C)cc(C)c2cc1C#N	i	i	i	i	i	i	-9.1	i	i	i	i
O=C(NNc1nc2ccc(F)cc2s1)c1cccc(F)c1	i	i	i	i	i	i	-10.2	i	i	i	i
O=C(OC(C(=O)NC1CCCC1)c1cccnc1)C1=Cc2ccccc2OC1 (centres undefined)	i	i	i	i	i	i	-15.4	i	i	i	i
Oc1ccc(Cl)cc1-c1cc(C(F)(F)C(F)F)nc(-c2ccccc2)n1	i	i	i	i	i	i	-3.3	i	i	i	i
CCOP(=O)(OCC)c1nc(-c2ccc(C)cc2)oc1NCc1ccccc1	i	i	i	i	i	i	-13.4	i	i	i	i
Cc1ccc(CN2CCN(/N=C/c3cc(Br)cc(Br)c3O)CC2)cc1	i	i	i	i	i	i	-15.9	i	i	i	i
CCn1c2ccccc2c2cc(NC(=O)COC(=O)c3ccc(O)cc3)ccc21	i	i	i	i	i	i	-9.7	i	i	i	i
O=C(Cc1ccccc1)NNC(=O)c1ccccc1C(=O)O	i	i	i	i	i	i	-8.2	i	i	i	i
O=C(C1CC(=O)N(c2ccccc2)C1)N1CCN(C2=NS(=O)(=O)c3ccccc32)CC1 (centres undefined)	i	i	i	i	i	i	-12.7	i	i	i	i
O=C(/C=C/c1cccs1)N1CCC2(CC1)Oc1ccc(Cl)cc1C(=O)C21CC(c2ccc(Cl)cc2)=NO1 (centres undefined)	i	i	i	i	i	i	2.2	i	i	i	i
SMILES	ANO1 activ	MrgX1 ag	KCNQ1 pot	MrgX1 PAM	KCNK9 inh	RGS4 block	hERG rescue	KCNK3 inh	RGS4 pot	KCNQ1 inh	ANO1 block
Cc1ccc(NC(=O)CSCC(=O)N2CCN(c3cccc(C(F)(F)F)c3)CC2)cc1	i	i	i	i	i	i	-20.9	i	i	i	i
O=C(Nc1ccccc1Cl)Nn1cnnc1	i	i	i	i	i	i	-8.9	i	i	i	i
CCOc1cc(C2C(C(=O)OC)=C(C)N=C3SC(C)C(=O)N32)ccc1OC(C)=O (centres undefined)	i	i	i	i	i	i	-3.4	i	i	i	i
c1ccc(-n2ncc3c(NCc4cccs4)ncnc32)cc1	i	i	i	i	i	i	-7.8	i	i	i	i
Cc1ccc(S(=O)(=O)Nc2c(NC3CCCCC3)c3ccccc3oc2=O)cc1	i	i	i	i	i	i	-7.4	i	i	i	i
CCN(CC)c1ccc(C(=O)N/N=C/c2ccccc2OC(F)F)cc1	i	i	i	i	i	i	-18.2	i	i	i	i
Cc1ccc(Cn2c(N)nc3ccccc32)cc1	i	29.6*	i	i	i	i	-3.8	i	i	i	i
CSc1nc(-c2ccccc2)nc(N2CCCC2)c1C(C)=O	i	i	i	i	i	i	-10.9	i	i	i	i
COc1ccc(Cc2nnc(NC(=O)c3ccc(OC)c(OC)c3)s2)cc1	i	i	i	i	i	i	-8.4	i	i	i	i
N#Cc1ccc(Oc2c(Cl)cncc2Cl)cc1	i	i	i	i	i	i	-2.8	i	i	i	i
Cc1c(-n2c(CN3C(=O)c4ccccc4C3=O)nc3ccccc3c2=O)c(=O)n(-c2ccccc2)n1C	i	i	i	i	i	i	-4.0	i	i	i	i
Cc1ccc(Sc2nc(-c3ccccc3)nnc2C(F)(F)F)cc1	i	i	i	i	i	i	-10.9	i	i	i	i
O=C(/C=C/c1cccc([N+](=O)[O-])c1)Nc1ccccn1	i	i	i	i	i	i	-23.4	i	i	i	i
COC(=O)c1sccc1NC(=S)Nc1ccccc1	i	i	i	i	i	i	-9.0	i	i	i	i
O=C(c1cccc(N2C(=O)C3C4C=CC(C4)C3C2=O)c1)N1CCCc2ccccc21 (centres undefined)	i	i	i	i	i	i	-3.7	i	i	10*	i
CN1CCN(C(=S)NC(=O)c2ccccc2Br)CC1	i	i	i	i	i	i	-6.8	i	i	i	i
COc1ccc2[nH]c(C)c(C(=O)CN3CCc4cc(OC)c(OC)cc4C3)c2c1	i	i	i	i	i	i	-10.8	i	i	i	i
O=C(N/N=C/c1ccccc1O)c1cc(=O)[nH]c2ccccc12	.	i	i	i	i	i	-10.3	.	i	i	i
